# Source: PubChem (several laboratories)
# KCNK9 inh = KCNK9 potassium channel inhibitors, primary screen, HEK293 cells, thallium flux; FluxOR thallium flux fluorescence; active compounds read low; B-score at 10 µM; hit rate 1.2% among 310,000;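 active = ratio B-score over 3 SD below the library mean, with starting fluorescence within 5 SD of its mean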;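 note: negative B-score means less thallium flux so channel inhibition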
# TRPC4 act = activators of mouse TRPC4 channel, primary screen, Fluo4 calcium, HEK293 TRPC4beta/mu-opioid cells. Fluo4 calcium fluorescence; active compounds read high. Short transient receptor potential channel 4 (Mus musculus), Q9QUQ5. hit rate 0.49% among 310,000. B-score at 10 µM. AID 2237, 2010;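 active = B-score above 5 SD of library B-scores, and initial fluorescence ratio not above library mean plus 5 SD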;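 note: positive B-score marks a calcium rise read as TRPC4 activation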
#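 Technique: kinetic Fluo4 calcium fluorescence; Test system: TRPC4beta and mu-opioid receptor HEK293 stable cells; Measure: B-scored integrated calcium fluorescence ratio; Benchmarks: low control buffer alone, high control maximal DAMGO; Schedule: 45 min room-temperature Fluo4 loading, 110 s read.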
# KCNQ1 block = inhibitors of human KCNQ1 channel, primary screen, cell-based, thallium flux, high-throughput; CHO-K1 KCNQ1, FluxOR thallium flux fluorescence; active compounds read high; B-score at 10 µM; hit rate 1.3% among 310,000;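 active = compounds whose thallium flux B-score, printed positive for inhibition, exceeds three library SD while starting fluorescence stays within three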;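 note: channel opened by potassium depolarization with thallium stimulus after 20 min compound exposure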
# DYRK1A inh = rat Dyrk1A kinase inhibitors, primary screen, biochemical, single point, plate reader; AID 504441, 2011; hit rate 0.43% among 310,000; Dual specificity tyrosine-phosphorylation-regulated kinase 1A (Rattus norvegicus), Q63470; inhibition, % at 12.5 µM; ADP-Glo luminescence, NFATc1 peptide; in the data active = inhibition above about 50%;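 note: plate controls were vehicle with enzyme for no effect and no enzyme for full effect; many of its hits are not listed in these tables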
# KCNQ1 act = potentiators or activators of KCNQ1 channel, primary screen, cell-based, thallium flux, high-throughput | Potassium voltage-gated channel subfamily KQT member 1 (Homo sapiens), P51787 | CHO-K1 KCNQ1, thallium flux FluxOR fluorescence; active compounds read high | B-score at 10 µM | hit rate 0.35% among 310,000 | AID 2648, 2010;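 active = fluorescence ratio B-score, a plate-corrected score, at least three library SD, with initial intensity B-score within 5 SD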
#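 System: CHO-K1 cells stably expressing KCNQ1 / Medium: assay buffer for compound exposure, DMSO matched across wells / Reagent: thallium- and potassium-containing depolarizing buffer / Compound: one concentration, matched DMSO / Incubation: 20 min compound pretreatment at room temperature / Measured by: kinetic FluxOR fluorescence, 10 s baseline plus 110 s post-stimulus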
# Platelet DG rel = inhibitors of platelet dense granule secretion, primary screen, cell-based, MLPCN, human platelets | human platelet-rich plasma, SFLLRN dense granule ATP release, luminescence | inhibition, %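 (compounds screened at 7.5 µM in platelet-rich plasma)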 | hit rate 0.22% among 300,000 | AID 1663, 2009;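 active = mean replicate score, as percent of positive control, at or above 50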
# KCNK3 block = human KCNK3 channel inhibitors, primary screen, CHO cells, FluxOR thallium flux, B-score | FluxOR fluorescence; active compounds read low | B-score at 10 µM | hit rate 0.84% among 340,000 | AID 602410, 2012;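 active = B-score under library mean minus 4 SD, starting fluorescence ratio at most library mean plus 5 SD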;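 note: more negative B-score means stronger inhibition of thallium flux through KCNK3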
# TRPC4 inh = inhibitors of mouse TRPC4 channel, primary screen, Fluo4 calcium, HEK293 TRPC4beta/mu-opioid cells; AID 2247, 2010; DAMGO-evoked Fluo4 calcium flux; active compounds read low; hit rate 0.39% among 300,000; B-score at 10 µM;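 active = B-score over 3 SD under the library average, no early fluorescence shift, positive overall ratio signal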
#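 Assay system: HEK293 cells with stable TRPC4beta plus mu-opioid receptor expression; Probe or stimulus: DAMGO in two steps, submaximal then maximal; Dosing: single-point compound dosing; Measured by: Fluo4 calcium-dye fluorescence, kinetic read; Read-out basis: B score from integrated Fluo4 fluorescence ratio.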
# hERG rescue = hERG rescue from dofetilide block, primary screen, cell-based, CHO-hERG, FluxOR thallium flux, dofetilide IC70. dofetilide IC70 present. activation (rescue from dofetilide block), less the hit threshold, % at 10 µM. hit rate 0.51% among 310,000. AID 1511, 2009;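 active = activation above the mean of controls blocked by dofetilide plus 5 SD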;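 note: thallium influx through hERG after potassium depolarization seen as dye fluorescence rise; in these data hits start at about 4.7%; inactives centre near -7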
# Target sequence (Q12809 whole entry, looked up): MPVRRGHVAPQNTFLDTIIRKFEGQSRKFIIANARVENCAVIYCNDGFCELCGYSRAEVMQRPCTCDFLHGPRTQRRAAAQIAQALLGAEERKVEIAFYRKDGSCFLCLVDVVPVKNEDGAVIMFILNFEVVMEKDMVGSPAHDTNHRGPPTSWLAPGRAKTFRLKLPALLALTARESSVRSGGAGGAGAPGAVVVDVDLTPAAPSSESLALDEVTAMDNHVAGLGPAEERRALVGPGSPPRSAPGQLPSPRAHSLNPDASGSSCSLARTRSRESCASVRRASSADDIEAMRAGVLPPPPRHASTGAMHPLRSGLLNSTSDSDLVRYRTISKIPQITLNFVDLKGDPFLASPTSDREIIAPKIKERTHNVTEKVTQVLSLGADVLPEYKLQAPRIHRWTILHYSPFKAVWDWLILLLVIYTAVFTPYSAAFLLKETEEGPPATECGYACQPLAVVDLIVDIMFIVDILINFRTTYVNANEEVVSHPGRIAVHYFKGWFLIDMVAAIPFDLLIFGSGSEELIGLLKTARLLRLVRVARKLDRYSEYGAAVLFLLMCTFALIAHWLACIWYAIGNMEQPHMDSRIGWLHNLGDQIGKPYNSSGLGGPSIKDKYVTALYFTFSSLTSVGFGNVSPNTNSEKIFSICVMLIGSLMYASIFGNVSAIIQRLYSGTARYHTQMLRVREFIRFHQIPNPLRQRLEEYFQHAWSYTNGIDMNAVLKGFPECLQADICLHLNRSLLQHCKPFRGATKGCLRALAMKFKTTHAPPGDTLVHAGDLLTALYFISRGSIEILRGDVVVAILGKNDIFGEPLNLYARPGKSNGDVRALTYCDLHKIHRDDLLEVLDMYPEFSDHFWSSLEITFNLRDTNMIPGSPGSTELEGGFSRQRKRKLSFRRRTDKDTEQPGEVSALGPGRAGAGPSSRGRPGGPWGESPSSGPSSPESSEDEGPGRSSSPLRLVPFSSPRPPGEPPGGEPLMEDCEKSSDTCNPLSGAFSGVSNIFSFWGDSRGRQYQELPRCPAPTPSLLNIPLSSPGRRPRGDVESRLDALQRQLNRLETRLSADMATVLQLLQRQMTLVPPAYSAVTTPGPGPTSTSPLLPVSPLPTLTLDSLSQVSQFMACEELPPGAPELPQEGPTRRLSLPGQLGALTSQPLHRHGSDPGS
# TRPC4 PAM = positive allosteric modulators of TRPC4, primary screen, cell-based, mouse TRPC4beta, HEK293 mu-opioid, Fluo-4 calcium | DAMGO EC20, Fluo-4 Ca2+ flux; active compounds read high | B-score at 10 µM | hit rate 0.42% among 310,000 | AID 2227, 2009;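 active = B-score of calcium response area above 5 SD of library B-scores, with initial fluorescence ratio within 5 SD of library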;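 note: B-score of integrated fluorescence ratio over time as area under calcium response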
# PolyA inh = polyadenylation inhibitors in yeast reporter cells, primary screen, luminescence, S. cerevisiae; S. cerevisiae SKY197-pL101 polyadenylation reporter, beta-gal luminescence; efflux-impaired pdr1/pdr3 knockout yeast; score 100 = 6 SD above DMSO; calls only at 12 µM; hit rate 0.02% among 300,000;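 active = lowest replicate activity score at least 50, where 100 means six control SD above control mean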;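 note: yeast exposed to compound for 9 h at 30 °C; higher score means more reporter readthrough which indicates perturbed polyadenylation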
# Numbers without * were called inactive; i = inactive; / = no result given.
SMILES,KCNK9 inh,TRPC4 act,KCNQ1 block,DYRK1A inh,KCNQ1 act,Platelet DG rel,KCNK3 block,TRPC4 inh,hERG rescue,TRPC4 PAM,PolyA inh
Cc1ccnc(NC(=O)c2ccc(NC(=O)CC3SC(N4CCCC4)=NC3=O)cc2)c1 (centres undefined),i,i,i,4,i,3,i,i,-17,i,i
COc1ccc(OCCOC(=O)CNC(=O)c2cccc(C)c2)cc1,i,i,i,11,i,-1,i,i,-14,i,i
Cc1ccc2nc(-c3ccccn3)cc(C(=O)N3CCN(c4ncccn4)CC3)c2c1,i,i,i,-1,i,/,i,i,-9,i,/
c1ccc(Cc2noc(CN3CCCN(C4Cc5ccccc5C4)CC3)n2)cc1,i,i,i,-16,i,2,i,i,-17,i,i
CCOC(=O)c1cc2oc(C)cc2n1CC(=O)OC1CCCCC1,i,i,i,7,i,-3,i,i,-5,i,i
CCOC(=O)Cn1nc(NC(=O)c2ccc3c(c2)OCO3)cc1C,i,i,i,-2,i,-4,i,i,-10,i,i
O=C(COC(=O)/C=C/C(=O)N1CCN(c2ccccc2)CC1)NCc1ccc(F)cc1,i,i,i,/,i,-3,i,i,-16,i,i
CCC(C)Sc1nnc(CNC(=O)C23CC4CC(CC(C4)C2)C3)n1C1CCCCC1 (centres undefined),i,i,i,-5,i,-5,i,i,-7,i,i
O=C(CSc1nc2ccc([N+](=O)[O-])cc2[nH]1)c1ccc2ccccc2c1,i,i,i,-3,i,-4,i,i,-11,i,i
O=C(C1CCCCC1)N1CCC(CO)(Cc2ccccc2Cl)CC1,i,i,i,2,i,1,i,i,-7,i,i
CC(=O)Nc1cccc(N/C=C(\C=O)c2nc3ccccc3o2)c1,i,i,i,21,i,-16,i,i,-11,i,i
COCCCNC(=S)N(CCCO)Cc1cc2cc3c(cc2[nH]c1=O)OCO3,i,i,i,/,i,10,i,i,-9,i,i
CC1(C)CC(=O)C=C(NCCc2c[nH]c3ccccc23)C1,i,i,i,/,i,-9,i,i,-5,i,i
O=C(CSc1nnc(CCc2ccccc2)n1-c1ccc(Cl)cc1)NCc1ccccc1,i,i,i,-8,i,/,i,i,-4,i,i
CC(C)Cc1nnc(NC(=O)CCC(=O)Nc2ccccc2)s1,i,i,i,-4,i,3,i,i,-4,i,/
O=C(NC(=S)NNC(=O)c1ccccc1O)c1ccc([N+](=O)[O-])cc1,i,i,i,-2,i,-2,i,i,-16,i,i
Cc1nc2nc(C)c(CCC(=O)O)c(C)n2n1,i,i,i,4,i,16,i,i,-1,i,/
O=C(CCC1CCCN(Cc2ccc(O)c(Cl)c2)C1)NCc1ccccc1F (centres undefined),i,i,i,-4,i,2,i,i,-8,i,i
COc1ccc(C(=O)Nc2ccc(N3CCOCC3)cc2)cc1OC,i,i,i,-3,i,66*,i,i,2,i,i
COC(=O)C1=CN(CCCN2CCCC2=O)C=C(C(=O)OC)C1c1ccccc1C(F)(F)F,i,i,i,-10,i,0,i,i,-10,i,i
O=C(NC(Cc1ccc2c(c1)OCO2)C(=O)N1CCCC1C(=O)O)c1ccccc1 (centres undefined),i,i,i,-2,i,2,i,i,-1,i,i
Cc1ccc2c(CNCc3ccccc3)cc(=O)oc2c1,i,i,i,-9,i,-2,i,i,1,i,i
Cc1c(Cc2ccccc2)c(=O)oc2c(C)c(OCC(=O)N[C@@H](Cc3ccccc3)C(=O)O)ccc12,i,i,i,6,i,-2,i,i,-16,i,i
CCOC(=O)CNC(=O)Cn1cnc2sc(C)c(S(=O)(=O)N3CCOCC3)c2c1=O,i,i,i,8,i,-1,i,i,-1,i,i
Cc1csc(NC(=O)c2ccc(=O)[nH]c2)n1,i,i,i,2,i,13,i,i,-5,i,i
O=C(Nc1cc(Cl)ccc1Oc1ccccc1)c1cnccn1,i,i,i,4,i,-3,i,i,-5,i,i
O=C(CCNS(=O)(=O)c1ccc(Br)cc1)NCCc1ccccc1,i,i,i,6,i,2,i,i,-6,i,i
CC(C(=O)O)N1C(=O)c2cccc3cccc1c23 (centres undefined),i,i,i,3,i,1,i,i,-4,i,i
CSc1nc(C)cc(NC(N)=O)n1,i,i,i,1,i,7,i,i,-10,i,i
CC(C)C(=O)Nc1ccc(NC(=O)c2ccc(COc3ccccc3)cc2)cc1,i,i,i,8,i,13,i,i,-2,i,i
CCOC(=O)C1=C(O)/C(=C\c2cc(C)n(-c3ccccc3F)c2C)N=C1C,i,i,i,0,i,-1,i,i,-8,i,i
CC1CCCC(NC(=O)CCC(=O)NCc2ccccc2)C1C (centres undefined),i,i,i,/,i,11,i,i,-1,i,i
COc1cccc(N2CCN(C3C4CC5CC(C4)CC3C5)CC2)c1 (centres undefined),i,i,i,-1,i,6,i,i,-2,i,i
COc1ccc(NC(C)=O)cc1NC(C)C(=O)Nc1ccccc1F (centres undefined),i,i,i,5,i,2,i,i,-9,i,i
c1cncc(-c2nc(NCc3ccc4c(c3)OCO4)c3ccccc3n2)c1,i,i,i,/,i,-1,i,i,-8,i,i
COC(=O)C1=C(C(=O)OC)[C@@H]2N(C)c3ccc(OC)cc3[C@@]23C[C@@H](C(=O)OC)N(C(=O)c2ccco2)C3=N1,i,i,i,/,i,0,i,i,-3,i,i
CCc1ccc(NC(=O)C2C3CCC(O3)C2C(=O)O)cc1 (centres undefined),i,i,i,/,i,0,i,i,-1,i,i
COc1ccccc1CN1C[C@@H]2C[C@@H](C3=Cc4cc(Cl)ccc4OC3)N3CCC[C@@]23C1=O,i,i,i,1,i,5,i,i,-16,i,i
CCCSCC(=O)Nc1ncc2c(n1)-c1ccccc1CC2,i,i,i,1,i,-2,i,i,-4,i,i
CCc1ccccc1NC(=O)NCCN1CCCCC1,i,i,i,0,i,-11,i,i,-8,i,i
COc1cc(OC)cc(-c2nc(-c3ccc(Br)cc3)no2)c1,i,i,i,/,i,-10,i,i,-9,i,i
CCC(C)NCCCOc1ccc(C)cc1OC (centres undefined),i,i,i,0,i,5,i,i,-12,i,i
Cc1ccc(C)c(OCCC(=O)OCC(=O)NC2CCS(=O)(=O)C2)c1 (centres undefined),i,i,i,2,i,-5,i,i,-9,i,i
CNC(=S)N(CCc1c(C)[nH]c2ccc(C)cc12)Cc1ccc(OC)c(OC)c1,i,i,i,19,i,-34,i,i,-6,i,i
O=C(O)c1ccccc1C(=O)NNc1ccc(F)cc1,i,i,i,0,i,0,i,i,-5,i,i
CS(=O)(=O)N(CC(=O)N1CCOCC1)c1cc(Cl)ccc1Cl,i,i,i,2,i,11,i,i,-2,i,i
COc1ccc(N2Cc3cccc(C(=O)NC(C)CCc4ccco4)c3C2=O)cc1 (centres undefined),-16*,i,i,8,i,-2,-9.9*,i,-14,i,i
CCC(/C=N/NC(=O)c1ccccc1F)CC,i,i,i,2,i,2,i,i,-12,i,/

# Full records as entered above.
# `O=C(CCC1CCCN(Cc2ccc(O)c(Cl)c2)C1)NCc1ccccc1F` (centres undefined) across the screens: KCNK9 inh: i; TRPC4 act: i; KCNQ1 block: i; DYRK1A inh: -4; KCNQ1 act: i; Platelet DG rel: 2; KCNK3 block: i; TRPC4 inh: i; hERG rescue: -8; TRPC4 PAM: i; PolyA inh: i
# `O=C(CCNS(=O)(=O)c1ccc(Br)cc1)NCCc1ccccc1` across the screens: KCNK9 inh: i; TRPC4 act: i; KCNQ1 block: i; DYRK1A inh: 6; KCNQ1 act: i; Platelet DG rel: 2; KCNK3 block: i; TRPC4 inh: i; hERG rescue: -6; TRPC4 PAM: i; PolyA inh: i

# The results go on.
SMILES,KCNK9 inh,TRPC4 act,KCNQ1 block,DYRK1A inh,KCNQ1 act,Platelet DG rel,KCNK3 block,TRPC4 inh,hERG rescue,TRPC4 PAM,PolyA inh
COc1cccc(NC(=O)COc2cc(O)c3c(c2)OC(C)(C)CC3=O)c1,i,i,7*,13,i,3,i,i,-13,i,i
Cc1ccc(NC(=O)c2oc3ccccc3c2NC(=O)c2ccc3c(c2)OCO3)cc1,i,i,i,-16,i,1,i,i,-4,i,i
O=C(CSCCc1ccccn1)Nc1ccc(Br)cn1,i,i,i,22,i,-1,i,i,-8,i,i
COc1ccc(NC(=O)C2=CC(c3cccs3)=NS(=O)(=O)N2C)cc1,i,i,i,26,i,16,i,i,-3,i,i
O=C(CCNS(=O)(=O)c1cccs1)Nc1nccs1,i,i,i,-14,i,-6,i,i,-11,i,i
O=C(NCCO[N+](=O)[O-])c1cccnc1,i,i,i,5,i,-2,i,i,-3,i,i
Cc1cccc(OCC(=O)N=Nc2c(O)[nH]c3ccc([N+](=O)[O-])cc23)c1,i,i,i,/,i,-13,/,i,-13,i,i
C=CCn1cc(F)c(=O)n(CC=C)c1=O,i,i,i,-3,i,-1,i,i,-9,i,i
Cc1nnc(NC(=O)c2c(F)cccc2F)s1,i,i,i,-1,i,-5,i,i,-4,i,i
Cc1ccc(NC(=O)C2CC(=O)Nc3ncnn32)cc1Cl (centres undefined),i,i,i,3,i,11,i,i,-7,i,i
CCCCCCOc1ccc(N2C(=O)CC(SCCN)C2=O)cc1 (centres undefined),i,i,i,4,i,2,i,i,-9,i,i
COC(=O)C1=C(C)N(c2cccc(C)c2)C(=O)/C1=C\c1cccs1,i,i,i,6,i,-5,i,i,-5,i,i
O=C(NCCc1cccc(Cl)c1)c1cccc([N+](=O)[O-])c1,i,i,i,6,i,-2,i,i,-1,i,i
Cc1cc(C(=O)CSc2cccc[n+]2[O-])c(C)n1-c1ccccc1,i,i,i,-3,i,10,i,i,-16,i,i
O=C(CCN1C(=O)c2ccccc2C1=O)Nc1sc2c(c1C(=O)NCc1ccco1)CCCC2,i,i,i,0,i,3,i,i,-11,i,i
CCCCN(CC)Cc1ccc(CNC(=O)Nc2ccc(F)cc2)o1,i,i,i,1,i,5,i,/,-5,i,i

# Some of the compounds tested; the hit share may differ from the screen's.
